# Compound activity: PubChem BioAssay, National Center for Advancing Translational Sciences (NCATS)
# IL-2 act: qHTS of IL-2 Activators. actives 0.065% (n = 360,000). activation, % (series mostly up to about 46 µM). IL-2 activation reporter assay, cell-based qHTS; stimulated with anti-CD3/CD4/CD28 beads; in transgenic mouse T cells; in the data active = activation above about 50%; inconclusive = mostly about 30% to 49%; note: 0% is about no effect
#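 Unstimulated transgenic mouse T cells; 60-min compound exposure; bead-based TCR/CD4/CD28 stimulation; 18 h culture, 37 degrees C; dual fluorescence (EGFP, DsRed) plate cytometry.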
# Nrf2 inh: Nrf2 qHTS screen for inhibitors; actives 2.1% (n = 360,000); A549 ARE-Fluc reporter, luciferase luminescence, 18-24 h; Potency, µM (top dose mostly 46 µM), without a hit: at the top dose activity change, negative = inhibition, actives largely listed as inhibitors; AID 504444, 2011; note: potency is the fitted concentration of half-maximal effect; % is set by controls: 0 for no effect and ±100 for the full control effect; nearly all actives have a fitted effect of over 60% in size
#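 Nrf2 activity is the BugLite luminescence, read 15 min after reagent at room temperature, following CellTiter-Fluor cytotoxicity readout (30 min, 37C). Compound titrations were applied for 18-24 h to 5000 A549 ARE_Fluc cells/well in 5% FBS OPTI-MEM.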
# TGFb SMAD3 inh: qHTS for Inhibitors of TGF-b; actives 1.2% (n = 410,000); Potency, µM (titrated, usually from 46.1 µM), for inactives: top-dose activity, negative = inhibition, actives largely listed as inhibitors; HepG2 CAGA-GFP TGF-b/SMAD3 reporter, GFP fluorescence, 18 h; TGF-beta stimulated, 500 pg/mL final; note: potency is the fitted concentration of half-maximal effect; % is set by controls: 0 for no effect and ±100 for the full control effect; nearly all actives have a fitted effect of over 65% in size
#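 Cell-based qHTS in HEPG2 carrying a CAGA-GFP Smad reporter; compounds added before 500 pg/mL final TGF-beta, 18 h incubation at 37 degrees C, GFP fluorescence quantified per cell by imaging cytometry.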
# HepG2 tox: qHTS for Inhibitors of TGF-b: Cytotox Counterscreen | HepG2 CAGA-GFP viability, ATP luminescence, 18 h | Potency, µM (highest dose often 46.1 µM), inactives show at the highest dose activity change, negative = cytotoxicity, hits mostly cytotoxic | actives 0.76% (n = 410,000) | AID 588856, 2011; note: potency is the fitted concentration of half-maximal effect; some results filed as inactive show a strong effect at the top dose
#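 HepG2 CAGA-GFP cells (1000/well, DMEM with 1% FBS) received compound, then TGF-beta at 500 pg/mL final, and were incubated 18 hours at 37 degrees C. Viability was read by CellTiter-Glo luminescence. Media-only wells were set as complete cell-killing and DMSO as no toxicity.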
# A549 tox: Nrf2 qHTS screen for inhibitors: counterscreen for cytotoxicity; A549 ARE-Fluc cells, CellTiter-Fluor viability, 18-24 h; actives 0.16% (n = 390,000); Potency, µM (series often up to 46 µM), for inactives: top-dose activity change, negative = cytotoxicity, usual class: inhibitors; note: potency is the fitted concentration of half-maximal effect; % is set by controls: 0 for no effect and ±100 for the full control effect
#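 Cytotoxicity counterscreen: CellTiter-Fluor fluorescence was measured in A549 ARE_Fluc cells after 18-24 h of compound exposure in a concentration series. The subsequent BugLite luminescent read reports ARE-luciferase activity.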
# ATXN viability: Viability Counterscreen for Primary qHTS for Inhibitors of ATXN expression | AID 651635, 2014 | Potency, µM (titrated, usually from 56.7 µM), actives largely listed as cytotoxic | S2 cells (HEK-293 line with an ATXN2-luciferase reporter) viability, CellTiter-Fluor protease fluorescence, 24 h | actives 0.49% (n = 400,000); note: potency is the fitted concentration of half-maximal effect; nearly all actives have a fitted effect of over 40% in size
# ATXN2 expr inh: Primary qHTS for Inhibitors of ATXN expression; HEK-293 ATXN2-luciferase reporter, luminescence, 24 h; Potency, µM (top dose mostly 57 µM), inactives show at the highest dose activity change, negative = inhibition, usual class: inhibitors; actives 0.72% (n = 360,000); AID 1745845, 2022; note: potency is the fitted concentration of half-maximal effect; % is set by controls: 0 for no effect and ±100 for the full control effect; nearly all actives have a fitted effect of over 55% in size
#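 ATXN2-luciferase reporter cells (luciferase flanked by upstream and downstream ATXN2 gene portions) were treated 24 h at 37 °C with compounds at up to 57 uM. SteadyGlo luminescence gave expression; GF-AFC fluorescence gave viability.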
# Nrf2 activator: qHTS of Nrf2 Activators | actives 0.31% (n = 410,000) | AREc32 ARE-luciferase reporter (MCF7-derived line), luminescence, 24 h | Potency, µM (doses to about 46.1 µM), without a hit: at the highest dose activation, hits mostly activators; note: potency is the fitted concentration of half-maximal effect; % of control where 0% means no effect; nearly all actives have a fitted effect of over 65% in size
#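 Luciferase luminescence (Steady-Glo, 30 min at room temperature) served as the read-out of ARE activation in AREc32 cells treated with compounds for 24 hr at 37 deg C.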
# EPAC2 agonist: qHTS for Agonist of cAMP-regulated guanine nucleotide exchange factor 4 (EPAC2): primary screen; EPAC2 activation, biochemical qHTS; response scale: 100% = 6.5 mM cAMP response; Potency, µM (series often up to 154 µM), inactives show at the highest dose activation, usual class: activators; actives 0.079% (n = 360,000); note: potency is the fitted concentration of half-maximal effect; nearly all actives have a fitted effect of over 50% in size
# Target sequence (Q8WZA2 whole entry, looked up): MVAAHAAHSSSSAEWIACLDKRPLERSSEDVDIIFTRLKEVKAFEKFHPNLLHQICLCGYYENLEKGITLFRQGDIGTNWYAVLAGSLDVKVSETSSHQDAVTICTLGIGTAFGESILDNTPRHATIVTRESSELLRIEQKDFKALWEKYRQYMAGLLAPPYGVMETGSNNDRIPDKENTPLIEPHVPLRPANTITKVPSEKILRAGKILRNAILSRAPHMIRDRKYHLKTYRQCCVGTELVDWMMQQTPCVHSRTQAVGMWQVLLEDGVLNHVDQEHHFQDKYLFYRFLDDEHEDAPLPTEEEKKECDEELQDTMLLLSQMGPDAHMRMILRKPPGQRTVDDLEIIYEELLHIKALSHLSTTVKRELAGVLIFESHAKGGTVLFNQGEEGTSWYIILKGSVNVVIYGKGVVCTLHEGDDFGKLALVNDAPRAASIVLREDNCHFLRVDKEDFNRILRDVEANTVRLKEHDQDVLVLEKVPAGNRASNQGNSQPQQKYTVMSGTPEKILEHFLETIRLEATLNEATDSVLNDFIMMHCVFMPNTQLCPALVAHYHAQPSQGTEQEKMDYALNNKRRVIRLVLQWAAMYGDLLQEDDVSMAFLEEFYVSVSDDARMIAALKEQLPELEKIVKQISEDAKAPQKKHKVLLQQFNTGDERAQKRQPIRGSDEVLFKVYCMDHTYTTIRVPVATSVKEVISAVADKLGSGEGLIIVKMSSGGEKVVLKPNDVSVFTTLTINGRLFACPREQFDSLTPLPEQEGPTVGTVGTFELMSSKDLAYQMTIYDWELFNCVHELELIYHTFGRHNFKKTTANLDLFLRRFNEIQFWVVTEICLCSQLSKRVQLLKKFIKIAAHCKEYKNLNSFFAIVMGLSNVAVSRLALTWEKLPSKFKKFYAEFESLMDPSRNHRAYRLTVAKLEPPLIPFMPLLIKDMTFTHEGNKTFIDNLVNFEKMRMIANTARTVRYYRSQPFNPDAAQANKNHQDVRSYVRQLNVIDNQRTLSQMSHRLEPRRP
#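 In this primary screen, activation is scored as increased exchange of BODIPY-GDP from Rap1B by 100 nM EPAC2, with 50 uM GDP as competitor. Signal is normalized to the 6.5 mM cAMP agonist control.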
# Numbers without * were called inactive; i = inactive; u = inconclusive; x = no result given; & = joins results of further samples; [ ] = remark or other dose. Unless noted, calls come from the whole dose curve; as a rule, active = well fitted curve in the direction sought with a large enough effect; inconclusive = small, poorly fitted or top-dose-only effect, or another doubt; inactive = no such curve, though single readings can be large; an effect the other way counts as inactive or inconclusive.
SMILES,IL-2 act,Nrf2 inh,TGFb SMAD3 inh,HepG2 tox,A549 tox,ATXN viability,ATXN2 expr inh,Nrf2 activator,EPAC2 agonist
Cn1nc(-c2ccc(OCC(=O)NCC3CCCO3)cc2)c2ccccc2c1=O (stereo not given),-0.2,u,-22.0%,-17.0%,-13.6%,i,6.1%,4.6%,0.2%
COc1ccc(CCC(=O)NNC(=O)Nc2ccc(OC)c(OC)c2)cc1,-0.8,1.5%,-3.2%,-21.7%,-0.3%,i,9.9%,-0.3%,2.5%
CC[C@@]1(C(=O)OC)N[C@H](CN(C)C(=O)NC(C)C)[C@@H]2C(=O)N(Cc3ccccc3)C(=O)[C@@H]21,-0.2,-5.6%,-0.1%,-22.8%,5.4%,i,-10.1%,-0.9%,7.3%
CCOC(=O)C1(C)CCCN(C(=O)c2cccs2)C1 (stereo not given),0.2,x,-22.3%,-33.7%,x,i,-1.9%,0.3%[9.22 µM],5.0%
COc1ccc(NC(=O)N2CCN(S(C)(=O)=O)CC2)cc1OC,-3.9,6.9%,-13.6%,-2.2%,-12.6%,i,1.6%,0.3%,-9.6%
Cc1nn(-c2ccccc2)c(C)c1C(=O)OCC(O)=C(C#N)c1nc2ccccc2[nH]1,1.0,-5.5%,-8.4%,-5.9%,2.4%,i,-1.0%,-0.2%,3.9%
Cc1ccc(S(=O)(=O)N(C)C[C@@H]2OCc3cnnn3CCCC(=O)N([C@@H](C)CO)C[C@@H]2C)cc1,-2.2,x,-7.2%,-46.4%,x,i,8.6%,0.5%,19.1%
Brc1ccc(C2C3=C(Nc4ncnn42)c2ccccc2OC3c2ccncc2)cc1 (stereo not given),1.2,u,u,-53.8%,u,i,-17.6%,-0.3%,13.1%
COc1cccc(Cc2nc3ccccc3nc2SCC(=O)NCCc2ccccc2)c1,x,x,u,-36.7%,-7.7%,x,-19.9%,6.0%,x
COc1ccc(C(=O)Nn2c(SCC(=O)NCC3CCCO3)nc3ccccc3c2=O)cc1 (stereo not given),-0.3,-64.2%,10.6%,-36.2%,-3.9%,i,u,-2.5%,12.8%
COc1ccc(NC(=O)C2CCCN(C(=O)Nc3ccc(OC)cc3)C2)cc1 (stereo not given),0.4,u,2.5%,-19.2%,0.4%,i,5.6%,-0.3%,16.2%
CC(O)CN(CCC(N)=O)CCC(N)=O (stereo not given),-1.6,4.4%,-6.7%,-3.0%,-2.5%,i,-1.5%,-0.8%,3.1%
CCCNC(=O)Cn1nc(C(F)(F)F)c2c1CCC2,-0.9,11.9%,5.6%,6.0%,3.8%,i,1.2%,0.1%,-10.7%
CCOCC(=O)Nc1ccc2c(c1)N(S(=O)(=O)c1cccs1)CCC2,2.8,-0.7%,-2.9%,-1.3%,-1.3%,i,7.9%,-0.7%,-0.1%
Cc1ccc2oc(=O)c3cc(C(=O)NCc4ccco4)sc3c2c1,-3.5,-2.5%,u,-83.3%,-0.4%,i,-15.4%,u,3.9%
O=C(CCCn1c(=O)c2cccn2c2cccnc21)NCc1ccc(F)cc1,x,-12.9%,4.8%,-11.8%,11.1%,x,x,1.1%,x
COc1ccc(CC2(CO)CCN(Cc3c(C)nn(C(C)C)c3C)CC2)cc1,0.4,u,4.4%,1.9%,5.1%,i,-21.0%,0.3%,-7.1%
O=C(CSc1nnc(-c2cccs2)n1CC1CCCO1)c1cc2ccccc2o1 (stereo not given),3.8,2.6%,-3.4%,-16.6%,-4.5%,i,-4.5%,3.5%,2.2%
CCC(C)c1ccc(NC(=O)COC(=O)CCNS(=O)(=O)c2cccs2)cc1 (stereo not given),-0.4,u,3.8%,-27.4%,0.2%,i,x,1.8%,-2.4%
CC(Sc1nnc(COc2ccccc2)n1-c1ccccc1)C(=O)O (stereo not given),1.0,3.0%,5.7%,-1.0%,4.0%,i,10.9%,-0.3%,0.4%
CC(C)NC(=O)CSc1nc(-c2ccccc2)cs1,-1.0,28.2%,-1.5%,9.8%,-0.2%,i,x,-1.0%,3.1%
O=C(Nc1cccc(Cl)c1N1CCCC1)c1ccc(Br)o1,-3.7,-0.7%,-11.2%,-44.3%,-4.4%,u,-31.6%,0.0%,4.5%
COc1ccc(OC)c(NC(=O)C2CCC(CNc3c(N4CCOCC4)c(=O)c3=O)CC2)c1 (stereo not given),-2.4,0.9%,-0.6%,-2.4%,1.7%,i,-22.5%,-0.4%,1.6%
CC(C)(C)S(=O)(=O)/C(C#N)=N/Nc1ccc(C#N)cc1,1.5,-28.5%,-12.9%,-39.1%,u,u,-38.9%,0.0%,5.1%
O=C(Oc1nsnc1N1CCOCC1)N1CCCC1,-4.1,1.7%,-0.8%,-2.4%,0.9%,i,-9.3%,0.0%,-5.9%

# Further entries
SMILES,IL-2 act,Nrf2 inh,TGFb SMAD3 inh,HepG2 tox,A549 tox,ATXN viability,ATXN2 expr inh,Nrf2 activator,EPAC2 agonist
CCOc1cc(S(=O)(=O)Nc2ccc(CC)cc2)ccc1Cl,-2.1,x,u,-100.9%,-27.3%,u,u,-0.1%,9.2%
COc1ccc(CCNC(=O)CSc2ccsc2[N+](=O)[O-])cc1OC,-0.2,-18.0%,2.5%,-5.6%,-11.6%,i,-8.3%,0.5%,7.9%
Cc1ccccc1NC(=O)CCNC(=O)Cn1ccc2ccccc2c1=O,x,3.5%[9.27 µM],7.4%,1.8%,-0.2%,i,-5.6%,-0.3%,x
CCOc1ccc2nc(NC(=O)Nc3cccs3)sc2c1,2.4,u,-29.1%,-27.1%,-5.3%,i,97.8%[activator],0.3%,3.3%
CCN(Cc1ccccc1)C(=O)Cn1c(=O)n(-c2cccc(C)c2)c(=O)c2c1c1cc(OC)ccc1n2C,x,u,0.1%,-8.2%,-19.2%,u,-4.1%,3.7%,x
CC(=O)Nc1ccc(C(=S)NCC2(N(C)C)CCCCC2)cc1,0.8,u,-1.3%,-12.9%,5.0%,i,-8.0%,-0.1%,-2.7%
CCC1COCCS(=O)(=O)N1Cc1ccccc1C (stereo not given),-0.1,-11.2%,-14.9%&-11.4%,-1.1%&0.9%,0.9%,i,8.1%,-1.4%,2.2%
O=C(NCc1ccco1)c1cnn2c1NC(c1ccccc1)CC2C(F)(F)F (stereo not given),-3.6,x,18.8%,-0.2%,1.0%,i,-18.4%,3.4%,-1.7%
CC(=O)N1CCC2(CC1)OC(=O)C(C)=C2C(=O)NCc1cccc(Cl)c1,x,x,-36.9%,-1.9%,2.5%,i,1.3%,-1.7%,x
COc1ccc(NC(=O)CSc2nnc(Cc3cccn3C)n2CCc2ccccc2)c(OC)c1,0.8,u,-25.4%,-32.5%,-21.8%,i,-3.6%,0.3%,-10.0%
O=C(c1ccccc1)c1n[nH]c(-c2ccccc2)cc1=O,-0.4,0.0%,0.8%,9.4%,-1.1%,i,-13.9%,-0.6%,6.1%
CCCC(=O)Nc1nnc(Cc2ccccc2)s1,-1.5,-0.6%,-12.4%,-20.1%,1.6%,i,4.6%,-0.4%,2.3%
CCOC(=O)c1ccccc1NC(=O)Cn1c(=O)n(Cc2ccccc2)c(=O)c2c(C)c(C)sc21,-2.3,-3.8%&3.9%,34.3%&13.2%,7.5%&6.0%,0.2%&0.2%,u,4.8%&-12.2%,-0.5%&-0.6%,8.3%
CCCNC(=O)C1(C)CCN(Cc2csc3ccccc23)C1 (stereo not given),0.2,x,25.7%,-4.3%,x,u,0.3%,3.1%,4.9%
COC(=O)CSc1ccc(C#N)c(SCC(=O)OC)c1,-3.2,11.3%,-1.7%,-5.7%,-2.3%,i,7.5%,-1.0%,5.7%
Cc1nn(-c2ccccc2)c(C)c1C(=O)OCC(=O)N1CCN(S(=O)(=O)c2ccccc2)CC1,-2.5,11.2%,u,0.5%,10.2%,i,0.8%,-0.3%,7.6%
CCC(C)(C)n1nnnc1C(c1ccc(OC)c(OC)c1)N1CCN(c2cccc(OC)c2)CC1 (stereo not given),-0.3,-26.1%,-13.7%,-10.2%,-5.9%,i,-21.3%,-0.2%,23.0%
O=C(CSc1nnc(CNC(=O)c2c(F)cccc2F)o1)NCc1ccccc1,6.0,1.1%,-8.9%,-21.6%,-0.5%,u,4.8%,0.4%,1.7%
Clc1ccc(CNc2ccccn2)cc1,-0.5,16.4%,8.4%,-8.7%,0.9%,i,30.1%,0.4%,-4.4%
Cc1ccc(-n2nc(-c3ccco3)cc2C(=O)NCc2cccnc2)cc1,-2.3,-15.1%,-19.9%,-29.0%,2.8%,i,1.2%,5.4%,-1.4%
CC1CCCCN1CCCNC(=O)c1ccc2c(c1)sc1nc(-c3ccc(F)cc3)cn12 (stereo not given),x,11.6%,u,12.6µM*,1.6%,31.6µM*,14.1µM*,u,x
COc1ccc(-c2oc3ccc(-c4ccc5c(c4)OCO5)cc3c2-c2ccc(OC)nc2)cc1,0.0,-11.3%,u,-15.1%,-6.3%,i,-21.2%,0.1%,-2.3%
COc1cccc(NC(=O)C2CCN(S(=O)(=O)c3ccc(N4CCCC4=O)cc3)CC2)c1,-2.1,x,9.1%,-7.3%,x,i,x,2.8%,2.3%
C=CCOc1cccc(C(=O)NC(c2ccccc2)C(C)C)c1 (stereo not given),-2.5,-0.8%,5.1%,-8.7%,8.7%,i,9.5%,0.6%,-3.7%
COc1ccc(OCc2cc(C(=O)N(C)Cc3nnc(C)o3)no2)c(Cl)c1,1.5,u,5.0%,4.6%,-1.3%,i,40.6%[activator],0.9%,7.6%
CCCNC(=S)N1CC2(C)CN(C(=O)C(=O)OCC)CC(C)(C1)C2=O,1.9,2.8%,1.1%,0.1%,-5.3%,i,-0.9%,-0.3%,1.3%
